# NR2E3 ag-1 – human photoreceptor-specific nuclear receptor agonism; CHO-S Gal4-NCOR/VP16-NR2E3 two-hybrid, luciferase; AID 602229; hit rate 0.35% among 360,000; inhibition of corepressor binding, % at 3.98 µM;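 active = inhibition above the mean of all tested compounds plus 3 SD, cut at about 70% in these data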;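 note: 0% = DMSO with NR2E3 transfected cells and 100% = cells lacking NR2E3 construct; higher means lower luciferase signal from less NR2E3 corepressor binding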
# Target sequence (Q9Y5X4 whole entry, looked up, the tested form may be a part): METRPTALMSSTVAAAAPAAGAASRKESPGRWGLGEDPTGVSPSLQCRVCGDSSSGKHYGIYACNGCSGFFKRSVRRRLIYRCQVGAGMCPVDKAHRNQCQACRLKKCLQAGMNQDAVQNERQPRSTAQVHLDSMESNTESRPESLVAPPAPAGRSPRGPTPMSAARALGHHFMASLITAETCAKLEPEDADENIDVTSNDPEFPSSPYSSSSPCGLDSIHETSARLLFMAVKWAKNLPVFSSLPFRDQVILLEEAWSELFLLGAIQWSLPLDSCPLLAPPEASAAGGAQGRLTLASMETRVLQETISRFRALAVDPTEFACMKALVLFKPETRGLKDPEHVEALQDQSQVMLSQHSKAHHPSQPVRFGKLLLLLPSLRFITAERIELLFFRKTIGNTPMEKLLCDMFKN
# Vif imaging – blocks HIV Vif function | AID 602346 | HEK293T cells, Vif self-association by quenched fluorescence, imaging, 24 h | hit rate 0.35% among 340,000 | inhibition, % at 7.49 µM; in the data active = inhibition above about 50%, passing the limit was not always enough; inconclusive = no clear call, values can overlap the other calls; inactive = below about 31%; note: some results filed as inactive read as strong as hits
# hiPSC survival – hiPSC single-cell survival enhancement. ATPlite luminescence; 100% = ROCK inhibitor wells, 0% = DMSO. survival enhancement, % at 20 µM. hit rate 0.044% among 360,000. AID 602274; in the data active = survival enhancement above about 18%;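 note: cells exposed to compounds for 16 hours before the ATP read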
# PDI inh – PDI (human) enzyme inhibition. hit rate 0.052% among 350,000. inhibition, % at 10 µM. P07237. PDI insulin aggregation turbidity, A650, 90 min. AID 588391;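 active = mean inhibition across replicates of 30% or more, whatever share of single replicates reach that level; inconclusive = mean inhibition below 30% while every single replicate reaches 30%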;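 note: absorbance from insulin aggregation driven by PDI reduction with DTT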
# Target sequence (P07237 whole entry, looked up): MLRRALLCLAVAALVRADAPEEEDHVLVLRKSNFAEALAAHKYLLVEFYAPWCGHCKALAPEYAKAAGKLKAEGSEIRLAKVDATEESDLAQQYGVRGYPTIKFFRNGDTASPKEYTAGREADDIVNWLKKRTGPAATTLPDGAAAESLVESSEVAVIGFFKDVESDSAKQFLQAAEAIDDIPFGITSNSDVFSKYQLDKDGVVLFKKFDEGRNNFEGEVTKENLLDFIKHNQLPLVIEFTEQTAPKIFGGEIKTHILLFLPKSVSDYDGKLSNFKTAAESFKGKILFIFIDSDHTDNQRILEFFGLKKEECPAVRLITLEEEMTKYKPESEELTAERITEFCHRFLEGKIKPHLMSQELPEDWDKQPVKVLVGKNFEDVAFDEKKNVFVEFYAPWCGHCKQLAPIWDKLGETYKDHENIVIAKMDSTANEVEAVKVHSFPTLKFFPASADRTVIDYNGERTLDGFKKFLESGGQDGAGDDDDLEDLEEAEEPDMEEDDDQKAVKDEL
# HIF-2a block – inhibitors of HIF-2a | 786-0 RCC cells HIF-2a reporter, luciferase luminescence, overnight | inhibition, % at 18.8 µM | hit rate 0.72% among 360,000 | AID 624352;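 active = inhibition of the luminescence signal of 40% or more relative to plate controls, in a single-dose primary screen at 18.75 µM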
# Exocytosis inh – blocks lytic granule exocytosis | TALL-104 LAMP-1 surface exposure, flow cytometry; cells stimulated with thapsigargin and PMA | inhibition, % at 10 µM | hit rate 0.66% among 360,000 | AID 651702;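 active = inhibition above about 55%, limit read from the data; inconclusive = no clear call, values can overlap the other calls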
# CaV13 ICDI inh – Primary screen for inhibitors of IQ motif and Ca2+-dependent inactivation inhibitor domain binding in CACNA1D, Förster resonance energy transfer in living cells, …; HEK cells, CFP/YFP FRET ICDI-IQ, plate reader, 10 min; percent FRET-ratio fall versus neutral wells; inhibition, % at 12.3 µM; hit rate 0.098% among 340,000;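 active = mean replicate inhibition of at least 30% and at least 1% of replicates passing that level; inconclusive = only one of the two criteria is met; inactive = neither criterion is met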;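 note: 0% = median of the neutral control wells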
# NR2E3 ag-2 – NR2E3 (human) agonism | GST-NR2E3/biotin-RetCOR TR-FRET, 1536-well | AID 2300 | inhibition of corepressor binding, % at 4.78 µM | hit rate 0.12% among 320,000;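 active = percent inhibition above the cutoff of mean plus 3 SD of all tested compounds, set per screening campaign, cut at about 20% in these data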;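 note: 0% = DMSO wells and 100% = biotin wells as full block of FRET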
#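 Test system – NR2E3–RetCOR corepressor complex · Quantity – NR2E3 fusion 1.35 nM · Buffer or medium – Tris pH 7.5 · Incubation – Compound–protein incubation for 5 h at 4 °C · Technique – TR-FRET, Eu(K)-anti-GST donor, streptavidin-D2 acceptor, ex 340, em 617/671 nm · Evaluation – percent inhibition of 671/617 nm emission ratio versus biotin and DMSO controls · Plate – 1536-well format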
# Peg3 promoter – Peg3 promoter activity inhibition; HeLa PEG-Prom luciferase reporter, luminescence, overnight; AID 588405; inhibition, % at 20 µM; hit rate 1.7% among 360,000;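 active = inhibition of at least 50% at 20 µM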
# aDG glyco act – increases alpha dystroglycan glycosylation | AID 624168 | Pro5-aDG cells, alpha-DG glycosylation AlphaScreen (IIH6); 0% Pro5, 100% B10-LARGE cell signal | activation, % at 10 µM | hit rate 0.22% among 360,000;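 active = activation of at least 8% versus controls, or a plate z-score of at least 8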;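 note: Pro5 are CHO cells carrying HIG-tagged alpha-DG that lacks glycosylation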
# TRPM1 prom inh – reduces MITF-dependent TRPM1 promoter luciferase signal | hit rate 0.83% among 330,000 | SK-MEL-5 TRPM1 promoter luciferase, 24 h | inhibition, % at 12.5 µM;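 active = mean inhibition across replicates of 60% or more, whatever share of single replicates reaches that level; inconclusive = some that reach 60%, reason not given; inactive = mean inhibition across replicates below 60%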; note: values of inactives mirror those of a sister screen read the other way
# Numbers without * were called inactive; u = inconclusive; x = not tested or not shown.
entry	mol	CaV13 ICDI inh	Peg3 promoter	NR2E3 ag-2	TRPM1 prom inh	Exocytosis inh	HIF-2a block	NR2E3 ag-1	Vif imaging	aDG glyco act	PDI inh	hiPSC survival
1	Cc1cc2nc(C3CCCN(C(=S)Nc4ccccc4)C3)[nH]c2cc1C (stereo not given)	x	20	2	19	6	-23	0	-3	0.2	1	-1.6
2	CCOC(=O)c1ccc(NC(=O)CSc2nnc(COc3ccccc3OC)n2CC)cc1	-7	-6	0	-13	-3	2	4	1	-0.2	5	-2.0
3	CCC1CCc2sc(C(=O)N(C)CC(=O)Nc3cccc(OC)c3)cc2C1 (stereo not given)	-2	6	-3	-4	-3	-4	12	-1	0.1	6	-0.3
4	O=S(=O)(Nc1nc2ccccc2nc1Nc1ccc2c(c1)OCO2)c1ccc(F)cc1	-3	8	-3	-4	0	-6	-12	0	0.4	3	-0.7
5	C[C@H]1CN([C@@H](C)CO)C(=O)CCCn2nncc2CO[C@H]1CN(C)C(=O)Nc1ccc(N2CCCCC2)cc1	-10	-5	x	x	1	-4	14	-5	-0.1	-3	-0.3
6	CC(C)(C)OC(=O)C[C@H]1C/C=C\C[C@@H](CC(=O)N[C@@H](CO)Cc2ccccc2)C(=O)N2CCC[C@@H]2COC1=O	-13	10	x	-8	-14	9	6	-7	-0.2	-6	1.1
7	Cc1cc(C)c(C(=O)COC(=O)c2cccc(S(=O)(=O)NCc3ccccc3)c2)cc1C	-3	-24	-4	-20	-5	4	17	0	1.2	10	1.4
8	Cc1cc[n+]2cc(-c3cccc([N+](=O)[O-])c3)c(-c3cccc([N+](=O)[O-])c3)cc2c1	-3	5	5	5	-7	10	-9	0	0.0	4	-0.4
9	COc1ccccc1C1(O)CCN(CC(=O)Nc2c(C)nn(C)c2C)CC1	-4	12	2	13	5	1	-7	-4	-0.1	4	-2.6
10	O=C(Nc1nnc(-c2ccco2)s1)C1CCN(S(=O)(=O)c2ccc(Cl)cc2)CC1	-8	2	-1	6	-4	13	-15	1	0.6	0	2.8
11	CCOc1ccc(S(=O)(=O)Nc2ccc3c(c2)OCO3)cc1	-3	14	-2	1	0	4	16	11	0.1	-26	2.3
12	CCS(=O)(=O)N1CCC(C(=O)Oc2ccc(Cl)cc2)CC1	-3	20	-1	7	-1	20	0	0	0.0	2	3.9
13	Cn1cccc1C1NC(=O)c2c(sc3c2CCC(C(C)(C)C)C3)N1 (stereo not given)	-5	-3	-3	-19	1	-17	-4	-10	0.0	-1	0.2
14	CC(C)(C)CC(=O)Nc1nnc(CCc2ccccc2)s1	-18	-199	3	-62	-7	-190	-89	3	0.0	-9	0.9
15	CC1=C(C(=O)Nc2ccccc2C)C(c2ccc(C)o2)N2C(=O)CSC2=N1 (stereo not given)	-7	-1	1	-1	1	8	-13	8	0.1	1	7.2
16	CCc1nc(OCc2ccccc2)c2sc3nc4c(cc3c2n1)COC(C)(C)C4	-8	-9	-1	9	-2	-62	-5	6	-0.2	8	-4.8
17	Cn1c(O)c(N=NC(=O)CNC(=O)c2ccccc2)c2cc(Br)ccc21	-3	11	-2	5	6	9	-30	-12	-0.1	22	-0.4
18	O=C(NC1CCCCCCC1)c1ccc(F)cc1	-5	-238	4	-64	-4	-270	-116	5	0.1	14	-0.3
19	Cc1ccc2cc(C#N)c(NCc3ccccc3)nc2c1	-7	5	12	2	-1	7	-25	-4	0.3	-4	0.5
20	N#CC(C(=O)NCCc1ccccc1)c1nc2ccccc2nc1N1CCCCC1 (stereo not given)	x	10	-1	-6	-2	4	2	10	-0.4	11	9.1
21	O=C(NCC1c2ccccc2CCN1C(=O)CN1CCOCC1)C1CCCCC1 (stereo not given)	x	5	2	12	-3	-6	-3	-2	0.2	-10	-0.2
22	C[C@H](CO)N1C[C@H](C)[C@@H](CN(C)C(=O)c2ccc(N3CCN(C)CC3)cc2)OCc2cnnn2CCCC1=O	-10	1	x	x	-10	12	-1	u	-0.4	x	-2.2
23	COC(=O)C1CCN(C(=O)NC(C)(C)C)CC1	-3	24	2	1	1	14	-34	-7	-0.2	-1	-0.7
24	CCCN(CCC)c1ccc(C(O)c2nnc(-c3ccccc3)o2)cc1 (stereo not given)	-20	-5	-2	5	0	4	-18	-3	0.3	4	2.7
25	Cc1ccccc1NC(=O)CSc1nc2ccccc2c2nc(CCn3cncc3C)nn12	-5	-95	-2	0	-5	18	-16	20	0.5	-7	1.1
26	COc1cccc(-c2nn(-c3ccccc3)cc2CN(C)Cc2ccon2)c1	-4	4	3	-9	3	8	11	-10	0.2	1	-1.6
27	O=C(NC(c1ccc(-c2ccccc2)cc1)c1cnccn1)C1CCN(CCN2C(=O)c3ccccc3C2=O)CC1 (stereo not given)	-2	5	x	x	8	6	-1	5	-0.3	0	-1.4
28	C[C@@H]1Cn2cnc(C(=O)NCc3ccc(CNC(=O)OC(C)(C)C)cc3)c2C(=O)N1	-3	20	x	x	-3	5	-34	-4	0.1	1	-0.6
29	Oc1[nH]c2ccc(Br)cc2c1N=Nc1nn[nH]n1	-5	8	-6	0	-1	11	1	-3	-0.1	0	0.0
30	Cc1ccc(OCCC(=O)OCC(=O)Nc2ccc(C)c(S(=O)(=O)N3CCOCC3)c2)cc1	-6	-6	x	-10	0	10	16	-3	-0.1	4	2.7
31	Cn1cc(C(=O)NCC2COc3ccccc3O2)c(=O)c2cc(S(=O)(=O)N3CCCCC3)ccc21 (stereo not given)	x	30	0	4	-2	14	11	0	-0.2	4	-4.3
32	COc1ccc(O)c(CN2CCN(C/C=C/c3ccccc3)CC2)c1	-9	12	0	2	-1	4	5	-11	-0.2	0	-3.0
33	O=C(Nc1cccc(S(=O)(=O)N2CCCC2)c1)c1cc(=O)[nH]c2ccccc12	-2	28	0	1	10	10	11	x	-0.1	8	1.1
34	CCOC(=O)c1ccc(NC(=S)N(CCCN2CCN(CC)CC2)Cc2cccs2)cc1	-20	22	1	13	2	9	5	1	2.0	20	-0.8
35	CC(C)C(C(=O)OCC(=O)c1ccccc1)N1C(=O)C2C3C=CC(C3)C2C1=O (stereo not given)	-4	7	3	-20	0	8	-2	14	0.1	4	-1.0
36	COc1cccc2c1OC1(C)CC2NC(=O)N1Cc1ccccc1 (stereo not given)	-3	18	3	1	0	14	23	-10	0.0	2	-0.7
37	C[C@@H]1COc2cc(N(C)CCO)ccc2S(=O)(=O)N1	-3	x	x	x	0	0	-12	x	-0.3	x	0.4
38	CN(C)CCNC(=O)Nc1ccc(Cl)c(Cl)c1	-5	-18	2	4	-1	-19	0	1	0.1	3	5.2
39	CSc1cc(-c2ccc(Cl)cc2)[nH]c(=O)c1C#N	-14	25	2	18	4	24	-5	6	0.1	1	-1.4
40	O=C(NCCc1c[nH]c2ccccc12)C(=O)NCC1OCCCN1S(=O)(=O)c1cc(F)ccc1F (stereo not given)	-3	25	-3	3	-5	15	-29	-14	0.0	-2	1.3
41	CC1CCCCN1C(=O)C(Cc1ccccc1)N1C(=O)C2CCCCC2C1=O (stereo not given)	-3	-5	2	-1	6	0	8	1	0.1	2	3.2
42	CCC(=O)N(Cc1ccco1)C1CC(=O)N(c2ccccc2)C1=O (stereo not given)	-3	5	-1	-10	-8	7	5	-7	-0.1	1	2.6
43	CCCOC1OC(=O)c2c1ccc(OC)c2OC (stereo not given)	-2	12	0	-10	-4	9	0	3	0.0	7	0.5
44	COc1cc2ccccc2cc1C(=O)N1CCN(C)CC1	-9	1	3	2	-3	13	-1	8	-0.2	-65	-0.5
45	Cc1ccc2cc(CCNC(=O)CCCc3ccccc3)c(=O)[nH]c2c1C	-16	14	0	-1	34	8	1	-5	-0.1	12	0.0
46	NC(=O)[C@@H]1CCCNc2c(F)cc([N+](=O)[O-])cc2C(=O)N[C@@H](CO)C(=O)N[C@@H](Cc2ccc(O)cc2)C(=O)N1	-11	20	4	-14	-1	0	-12	-3	-0.2	3	5.4
47	CCOC(=O)N1CCN(S(=O)(=O)c2ccc3c(c2)NC(=O)CO3)CC1	-2	4	x	6	-1	0	-6	-2	2.0	1	-1.7
48	CC(CN1CCCCC1)OC(=O)c1ccccc1F (stereo not given)	0	14	-1	x	2	12	4	2	0.1	4	-0.1
49	Cc1ccc2c(c1)COc1c3ccc(C(=O)N4CCOCC4)cc3nn1-2	-5	-321	-1	-82	2	-310	-110	9	-0.3	2	-2.9
50	COc1ccc(C(=O)N2CCC(C(=O)N3CCN(c4ccccc4)CC3)CC2)cc1	x	7	0	4	3	10	-3	-4	-0.1	2	0.3
51	O=C(c1ccc(Cn2c(=S)[nH]c3cc4c(cc3c2=O)OCO4)cc1)N1CCN(c2ccccc2)CC1	-2	5	-2	-5	-3	3	-14	-12	0.7	0	1.1
52	C/C(=N/NS(=O)(=O)c1ccc(Cl)cc1)c1cccc(NC(=O)c2ccncc2)c1	x	1	3	13	0	7	9	11	-0.2	-3	0.1
53	CCOc1ccc(C(=O)OCC(=O)Nc2ccc3c(c2)OCCO3)cc1OC	-5	5	-2	-4	9	6	10	29	0.2	9	6.6
54	c1ccc2cc(Cn3ccnc3)ccc2c1	-4	12	1	16	-5	6	-19	8	0.2	-1	-0.3
55	COCCCNCCOc1ccccc1-c1ccccc1	-5	20	1	-4	-5	19	-2	x	0.6	-7	0.9
56	Fc1ccccc1Nc1nc(NCc2ccco2)nc(N2CCOCC2)n1	-3	8	3	-12	-2	20	19	2	0.2	-4	-1.1
57	CCOC(=O)N1CCN(C(=O)c2ccc3nc4ccsc4c(=O)n3c2)CC1	-4	12	-1	34	-2	18	-38	-8	-0.1	x	0.3
58	O=C(Nc1cc2ccccc2oc1=O)C1CCCCC1	-7	-243	0	-30	-3	-267	-65	-8	1.0	-3	-2.3
59	CCOCc1nc(N)nc(N)c1-c1cccc(Cl)c1	-6	16	x	x	-8	14	-5	12	0.0	-3	1.3
60	COC(=O)c1ccccc1NC(=O)Cn1ccnc1	-5	23	-3	10	-2	-3	-11	4	0.2	-12	-3.2
61	Cc1ccc(CN2CCN(Cc3cccc(-n4cccn4)c3)CC2CCO)cc1 (stereo not given)	-4	14	4	4	-2	8	-17	5	0.6	1	-3.2

# 3 compounds from above, sorted by molecular weight, low to high:
entry	mol	CaV13 ICDI inh	Peg3 promoter	NR2E3 ag-2	TRPM1 prom inh	Exocytosis inh	HIF-2a block	NR2E3 ag-1	Vif imaging	aDG glyco act	PDI inh	hiPSC survival
37	C[C@@H]1COc2cc(N(C)CCO)ccc2S(=O)(=O)N1	-3	x	x	x	0	0	-12	x	-0.3	x	0.4
26	COc1cccc(-c2nn(-c3ccccc3)cc2CN(C)Cc2ccon2)c1	-4	4	3	-9	3	8	11	-10	0.2	1	-1.6
10	O=C(Nc1nnc(-c2ccco2)s1)C1CCN(S(=O)(=O)c2ccc(Cl)cc2)CC1	-8	2	-1	6	-4	13	-15	1	0.6	0	2.8

# High-throughput results: PubChem, several laboratories
